# DNMT1 block: inhibitors of human DNMT1; P26358; DNMT1 molecular beacon, Hinp1I cleavage, fluorescence; inhibition (reported as % activation of signal), % at 10 µM; 0.83% of 360,000 active; AID 588458; in the data active = inhibition above about 50%
# CendR NRP1 mod: modulators of CendR peptide binding to human neuropilin-1; 0.85% of 360,000 active; FAM-RPARPAR peptide binding to NRP-1, fluorescence polarization; inhibition, % at 25 µM; O14786;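 active = inhibition or corrected inhibition above about 18%, plus a signal ratio from 0.5 to 1.5, limit read from the data, passing the limit was not always enough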; note: strong numbers were not always called active
# bovine MsrA act: activates bovine MsrA enzyme; purified bovine MsrA, absorbance read-out; activation, % at 10.6 µM; 0.3% of 360,000 active; AID 602163; in the data active = activation above about 7.5%;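 note: 0% = vehicle and 100% = reference activator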
# eLon inh: E. coli protease La inhibition; purified E. coli Lon protease, fluorescence polarization; inhibition, % at 7.94 µM; P0A9M0; 0.42% of 360,000 active; in the data active = inhibition above about 13%, passing the limit was not always enough;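 note: 0% = enzyme with probe and DMSO and 100% = no enzyme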
# SUMO1-SIM PPI: alters human SUMO1 binding to SIM partners; P63165; SUMO1 binding to a labelled peptide, TR-FRET, 1 h; inhibition, % at 20 µM; 0.33% of 360,000 active; in the data active = inhibition above about 37%
# Target sequence (P63165 whole entry, looked up): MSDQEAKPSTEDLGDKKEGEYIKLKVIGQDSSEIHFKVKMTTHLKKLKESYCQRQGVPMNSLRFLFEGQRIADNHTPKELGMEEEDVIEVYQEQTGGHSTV
# LMPTP block: blocks human LMPTP phosphatase; AID 651560; recombinant LMPTP-A, OMFP fluorogenic substrate, fluorescence intensity; 0.22% of 360,000 active; inhibition, % at 20 µM;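 active = compounds that cut the enzyme signal by at least half of the control window in the single-dose screen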;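 note: plate controls were DMSO wells with enzyme plus substrate for no effect and substrate without enzyme for full effect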
# Target sequence (P24666 whole entry, looked up): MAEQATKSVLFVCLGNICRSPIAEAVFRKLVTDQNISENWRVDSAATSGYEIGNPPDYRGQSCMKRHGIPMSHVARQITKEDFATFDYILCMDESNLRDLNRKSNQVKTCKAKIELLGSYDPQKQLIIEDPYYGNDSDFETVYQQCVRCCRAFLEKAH
#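 Test system – LMPTP-A phosphatase enzyme · Quantity – 0.625 nM LMPTP-A final · Reagent – OMFP substrate, 400 µM final · Dosing – one test concentration per compound, 20 µM, with 3% DMSO overall · Timing – 50 min enzyme reaction at room temperature, protected from light · Detection – fluorescence intensity · Controls – substrate-only low control, DMSO enzyme-plus-substrate high control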
# MsrA inh: inhibitors of bovine MsrA | purified bovine MsrA, absorbance read-out | inhibition, % at 15.5 µM | 0.75% of 360,000 active | AID 651718; in the data active = inhibition above about 4.5%;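 note: 0% = vehicle wells with enzyme and 100% = reference inhibitor wells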
# Scp-1 inhibitor: Scp-1 (human) phosphatase inhibition; AID 493091; Recombinant Scp1, phosphopeptide, malachite green phosphate absorbance; inhibition, % at 20 µM; 0.88% of 340,000 active; Q9GZU7;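 active = inhibition above about 50% at 20 µM, limit read from the data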;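 note: plate controls were DMSO wells with enzyme for no effect and wells lacking enzyme for full effect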
# Target sequence (Q9GZU7 76-261 limits assumed): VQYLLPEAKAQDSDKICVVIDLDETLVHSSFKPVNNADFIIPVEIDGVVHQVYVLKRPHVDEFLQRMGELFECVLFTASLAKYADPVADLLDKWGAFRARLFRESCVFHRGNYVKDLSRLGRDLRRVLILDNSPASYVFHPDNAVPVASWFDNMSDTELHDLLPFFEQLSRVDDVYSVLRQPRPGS
#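 assay system = SCP-1 phosphatase catalytic domain, residues 76-261 | buffer or medium = 50 mM Tris acetate pH 5.5, 0.005% Tween-20, 10 mM MgCl2 | incubation = enzyme reaction 45 min at room temperature, colour 5 min, stabilisation 30 min | signal = Phosphate-binding colour reagent, absorbance read at 630 nm | measure = % inhibition at 20 µM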
# STEP block: STEP (human) phosphatase inhibition. recombinant STEP, OMFP fluorogenic substrate, fluorescence. inhibition, % at 20 µM. P54829. 0.25% of 360,000 active;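 active = inhibition at 20 µM, scaled per plate between control wells, above about 37%, limit read from the data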;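 note: 0% = DMSO with enzyme and substrate and 100% = substrate only without enzyme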
# Target sequence (P54829 whole entry, looked up): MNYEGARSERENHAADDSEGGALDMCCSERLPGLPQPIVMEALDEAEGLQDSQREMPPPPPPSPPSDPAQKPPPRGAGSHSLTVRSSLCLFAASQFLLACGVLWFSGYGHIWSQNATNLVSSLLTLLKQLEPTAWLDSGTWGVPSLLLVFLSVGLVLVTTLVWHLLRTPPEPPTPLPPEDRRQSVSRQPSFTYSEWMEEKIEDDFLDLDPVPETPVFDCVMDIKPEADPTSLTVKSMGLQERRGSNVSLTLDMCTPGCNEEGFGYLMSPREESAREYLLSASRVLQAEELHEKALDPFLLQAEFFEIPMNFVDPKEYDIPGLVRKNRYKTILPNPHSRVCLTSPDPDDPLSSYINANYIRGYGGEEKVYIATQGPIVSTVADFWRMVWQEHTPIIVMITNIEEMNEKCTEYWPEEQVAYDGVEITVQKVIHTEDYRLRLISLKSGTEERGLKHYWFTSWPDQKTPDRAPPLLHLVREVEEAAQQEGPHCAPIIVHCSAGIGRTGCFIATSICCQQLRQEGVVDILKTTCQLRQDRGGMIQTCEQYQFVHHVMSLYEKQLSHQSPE
#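 Also added – OMFP at 25 µM · Test system – STEP tyrosine phosphatase · Technique – FITC-channel fluorescence of OMFP product · Schedule – 20 min at room temperature, dark · Evaluation – control-normalized % inhibition with plate pattern correction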
# Tb MetRS inh: Trypanosoma brucei MetRS inhibition; purified T. brucei MetRS, ATP depletion, Kinase-Glo luminescence; inhibition, % at 11.9 µM; 0.4% of 360,000 active; AID 624268;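 active = inhibition above a per-plate cutoff of the control wells' mean inhibition plus 3 SD, cut at about 5.5% in these data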;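 note: 0% = DMSO wells median and 100% = median of wells with control inhibitor compound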
#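 Material: T. brucei methionyl-tRNA synthetase, purified; reagent: substrates ATP, L-methionine and bulk Escherichia coli tRNA; dosing: 11.9 µM single point; timing: 15 min plus 2 h at 25 °C; detection: luminescence of leftover ATP; evaluation: % inhibition; control set: DMSO-only wells as low control; replicates: singlicate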
# * = called active by the depositor; . = not tested or not shown. Hits appear at their usual frequency, and some 4.3% of all compounds hit somewhere here.
mol	DNMT1 block	CendR NRP1 mod	bovine MsrA act	eLon inh	SUMO1-SIM PPI	LMPTP block	MsrA inh	Scp-1 inhibitor	STEP block	Tb MetRS inh
CC(=O)Nc1ccc(NC(=O)[C@@H]2CCCN2S(=O)(=O)c2ccc3c(c2)OCCO3)cc1	-1	-13	-1	-7	2	-0.5	0.0	-1	-1	0.2
CN(c1ccccc1)S(=O)(=O)c1ccc(C(=O)Nc2ccncc2)cc1	-1	-8	1	-5	2	0.3	-0.6	1	2	0.2
COCCn1nnnc1C(c1cccc(C(F)(F)F)c1)N1CCOCC1 (centres undefined)	2	7	1	4	-1	-3.8	0.8	1	-2	-0.6
COc1cc2c(c(OC)c1O)C(=O)CO2	0	11	-3	-1	2	1.8	0.9	2	4	0.3
COc1cc(C(=O)NNC(=O)COc2ccccc2Cl)ccc1OCC(=O)N1CCOCC1	2	-4	-2	10	-1	-0.9	-0.2	-2	-2	-0.3
CC(=O)N(/C=C1\SC(=S)N(c2ccccc2)C1=O)c1ccccc1	6	-18	-1	3	-11	1.3	-0.6	1	-1	-0.3
CCCCC(CC)C(=O)NCc1ccc(F)cc1 (centres undefined)	-4	-2	-2	-2	3	-0.6	-0.8	-8	2	-0.1
CCOC(=O)C1CCCN(C(=O)C2CCCN(S(=O)(=O)c3ccc4c(c3)oc(=O)n4C)C2)C1 (centres undefined)	3	7	-2	-5	-4	0.1	-1.0	-9	-6	-0.5
CN(CCOc1ccc(Cl)cc1)C(=O)Cc1ccc(S(=O)(=O)N2CCOCC2)s1	-1	-12	-3	-4	4	-0.9	-0.7	-7	1	-0.3
COc1cc2c(cc1OC)CN(S(=O)(=O)c1ccc(Cl)nc1)CC2	-3	-9	-1	0	-1	-0.1	0.0	-6	2	-0.5
CCN(CC)CCN(C(=O)Cn1nnc(-c2ccc(C)o2)n1)C(C(=O)NC1CCCC1)c1ccc(F)cc1 (centres undefined)	-2	-2	-2	-3	-1	-2.7	0.9	-5	0	-0.5
N#CCCN(C(=O)COC(=O)c1cccc(S(=O)(=O)N2CCCCCC2)c1)c1ccc(F)cc1	-2	-2	-4	-13	-4	0.2	-0.3	-11	-2	-0.1
CCN(C(=O)COC(=O)CSc1ccc(F)cc1)c1c(N)n(Cc2ccccc2)c(=O)[nH]c1=O	1	-11	-3	-3	2	-2.0	-0.9	-1	3	-0.3
CCn1cnc2c(oc3ccccc32)c1=O	2	1	-8	-2	-4	-1.1	0.5	-6	-4	0.6
COc1cccc(OC)c1C(=O)NCCN1CCN(C(=O)c2c(OC)cccc2OC)CC1	-10	0	-1	0	-1	-2.6	0.0	-10	-3	-0.1
CCOC(=O)c1cnn2c(C(F)(F)F)cc(-c3cn(C)nc3C)nc12	-2	-1	1	-6	-3	0.2	2.6	3	-1	-0.7
CN1CCN(c2nc3ccccc3nc2NS(=O)(=O)c2ccc(Br)cc2)CC1	10	-1	-13	7	1	-1.2	1.8	5	-5	-0.4
C=CCOC(=O)c1ccc(-n2cnc(C)n2)nc1	-2	-11	-5	-3	-5	-1.2	0.7	-3	1	-0.7
O=C(NCc1ccc(Cl)cc1Cl)C(=O)N1CCCCC1	1	6	-1	-9	-1	-1.3	2.1	-12	-2	1.5
O=C(COC(=O)COc1ccccc1)NC12CC3CC(CC(C3)C1)C2	2	7	0	2	-1	-0.6	0.0	-5	2	-0.2

# Next section:
mol	DNMT1 block	CendR NRP1 mod	bovine MsrA act	eLon inh	SUMO1-SIM PPI	LMPTP block	MsrA inh	Scp-1 inhibitor	STEP block	Tb MetRS inh
CC(=O)n1cc([C@@H]2C=C(C(=O)O)O[C@H](OCc3ccc(CO)cc3)C2)c2ccccc21	-1	5	-1	-3	3	-2.5	0.0	-9	-1	1.2
O=C(Nc1ccc(C(=O)N2CCOCC2)cc1)c1ccccc1	3	0	-1	-4	6	-2.5	0.3	-4	2	-1.0
CSc1ccc(/C=C/C(=O)c2ccc(NC(=O)Cc3ccccc3)cc2)cc1	6	-8	-4	-21	-5	4.3	2.0	-13	-3	0.1
O=C(NNS(=O)(=O)c1ccc(Br)cc1)c1ccccc1-n1cccc1	1	0	-3	0	-3	-1.4	-0.6	-5	0	-0.1
COCCN(C(=O)COC(=O)/C=C/c1ccc(SC)cc1)c1c(N)n(Cc2ccccc2)c(=O)[nH]c1=O	17	8	-3	3	-7	-1.3	2.3	-2	1	-0.2
CCSc1nc2sc3c(c2c(=O)[nH]1)CCCC3	3	0	-4	-2	1	0.2	0.7	-13	-1	-0.6
Cc1ccc2[nH]c3c(=O)n(CCN4CCOCC4)cnc3c2c1	1	4	0	-6	2	1.2	-0.5	-3	0	0.6
COc1ccc(C(=O)Nc2cccc(S(=O)(=O)N(C)C)c2)cc1S(=O)(=O)N1CCOCC1	-1	-6	-3	-8	1	0.9	-1.2	-4	-1	-0.6
CCOc1ccccc1OC(C)C(=O)Nc1ccc(S(=O)(=O)N2CCCC2)cc1 (centres undefined)	0	7	-2	3	-7	1.5	0.4	-9	1	0.0
CNC(=O)NC(=O)C(C)OC(=O)c1c(C)noc1C (centres undefined)	2	43*	-7	5	0	-1.1	0.1	7	-1	-1.0
CC(C)(C)NC(=S)Nc1ccc(Nc2ccccc2)cc1	-3	4	1	5	-2	3.5	1.3	6	7	-0.4
COc1ccc(C(=O)N/C(=C/c2ccc(Cl)cc2)C(=O)NCc2ccncc2)cc1	0	2	-6	-8	-3	-2.5	-0.4	9	-2	0.3
COc1ccc(CNC(=O)c2c(C)cc(=O)oc2C)cc1	0	4	-4	-6	-1	-0.3	3.2	-7	8	-0.2
Cc1cccc(N2CCN(C(=O)c3ccc4[nH]c(C)c(C)c4c3)CC2)c1C	-8	-7	-3	-2	8	2.6	-0.2	-7	0	-0.4
Cc1cc([N+](=O)[O-])nn1Cc1ccc(C(=O)N/N=C/c2ccc(N(C)C)cc2)cc1	-4	-2	-5	-6	-15	-0.1	2.9	-10	0	0.0
COc1ccccc1C1CC(=O)Oc2cc(C)c(Br)c(C)c21 (centres undefined)	1	-12	-12	-10	4	-1.1	-0.8	1	0	-3.2
Cc1ccc(S(=O)(=O)NCCCNS(C)(=O)=O)cc1	2	-6	-6	-20	1	-2.0	-0.2	35	-1	-0.7
Cc1ccc(NS(=O)(=O)c2cccc(C(=O)N3CCN(c4ncccn4)CC3)c2)cc1	3	5	-1	-11	0	0.5	-0.5	-2	-3	-0.2
N/C(=N\OC(=O)c1ccccc1)C(C(=O)NOC(=O)c1ccccc1)C1CCCCC1 (centres undefined)	-1	-5	-1	-7	2	0.2	-0.8	-5	1	0.2
COc1ccc(-c2n[nH]c(=S)n2Cc2ccco2)cc1	-1	-7	2	-1	5	-3.0	0.5	0	3	-0.3

# Other records.
mol	DNMT1 block	CendR NRP1 mod	bovine MsrA act	eLon inh	SUMO1-SIM PPI	LMPTP block	MsrA inh	Scp-1 inhibitor	STEP block	Tb MetRS inh
Cc1ccccc1N1CCN(S(=O)(=O)c2cccs2)CC1	-1	18	-4	-11	2	1.5	-0.9	0	0	-0.2
CS(=O)(=O)c1ccc(Cl)c(NC(=O)C2CCCCN2S(=O)(=O)c2ccccc2)c1 (centres undefined)	3	8	-2	-7	-2	-1.5	-0.4	-3	-5	-0.3
CCC(=O)Nc1cccc(NC(=S)NC(=O)Cc2ccccc2)c1	-3	2	-4	1	-5	-0.4	0.3	4	-3	-0.1
CCOc1cc2c(cc1/C=C/C(=O)O)OC(C)C2 (centres undefined)	3	7	-1	0	-3	-0.8	1.5	-9	3	-0.6
Cc1ccc(S(=O)(=O)N2CCC(=O)N(CCOCc3cccc(C)c3)CC2)cc1	-5	11	-1	-6	2	-0.3	0.3	-4	0	-0.5
Nc1nc(Nc2ccccc2)nc(N2CCCC2)c1[N+](=O)[O-]	-1	16	-1	-11	-3	1.2	1.7	-4	-2	0.9
CCCCNC(=O)CCn1c(=O)c2ccccc2n(Cc2ccc(F)cc2)c1=O	2	-19	-4	0	1	-2.7	-0.5	1	3	-1.1
Cc1ccc(NC(=O)CN2C(=S)NC(C)(C)CC2C)cc1Cl (centres undefined)	-1	10	-2	1	10	-0.5	-1.6	-9	4	-0.6
O=C(Nc1cc(S(=O)(=O)N2CCOCC2)ccc1N1CCCC1)c1cnccn1	-1	-2	-5	-8	1	-0.9	0.1	-5	-2	0.6
CC(=O)N(C(C)=O)c1ccc2c(c1)OCCO2	1	-1	-4	-3	-3	-1.3	2.0	.	0	-0.8
CCC(=O)c1ccc(OC)c(OC)c1O	3	8	-1	-10	2	-0.7	0.8	2	-1	-0.7
COc1cc(C)c(NC(=O)C(=S)N2CCCC2)cc1C	1	0	-4	-4	14	-0.1	1.4	-7	0	-0.1
COc1ccc(CCNC(=O)C2C3CCC(C3)C2C(=O)O)cc1OC (centres undefined)	1	10	-5	5	3	-1.7	-0.4	-2	3	-1.0
CC1Cc2ccccc2N1C(=O)CN1C(=O)NC(C)(CCc2ccccc2)C1=O (centres undefined)	-9	5	-4	-6	-1	1.0	0.6	1	2	-0.4
Cc1ccc(N2CC(C(=O)Nc3nnc(SCc4ccccn4)s3)CC2=O)cc1 (centres undefined)	1	-15	-1	-6	9	0.5	0.6	-6	2	-0.2
Clc1ccc(-c2noc(COc3ccccc3)n2)cc1	-2	2	-4	-7	1	3.3	0.3	-9	0	-0.7
Cc1ccc(NS(=O)(=O)c2ccc3c(c2)NC(=O)CO3)c(C)c1	-4	13	0	1	1	-0.7	-0.3	3	-1	0.2
CCN(CC)CCN1C(=O)c2oc3ccc(F)cc3c(=O)c2C1c1ccncc1 (centres undefined)	-2	-29	-2	-8	-8	-0.7	0.8	-12	-2	-0.9
CCC(C)[C@H](NC(=O)Nc1ccc(Oc2ccccc2)cc1)C(=O)O (some centres undefined)	3	-16	2	7	5	-1.1	-0.3	-18	10	-0.1

# Reprinted at random: 2 entries already listed
mol	DNMT1 block	CendR NRP1 mod	bovine MsrA act	eLon inh	SUMO1-SIM PPI	LMPTP block	MsrA inh	Scp-1 inhibitor	STEP block	Tb MetRS inh
CC1Cc2ccccc2N1C(=O)CN1C(=O)NC(C)(CCc2ccccc2)C1=O (centres undefined)	-9	5	-4	-6	-1	1.0	0.6	1	2	-0.4
Nc1nc(Nc2ccccc2)nc(N2CCCC2)c1[N+](=O)[O-]	-1	16	-1	-11	-3	1.2	1.7	-4	-2	0.9

# Arranged by number of heavy atoms (largest number first): part of the list above
mol	DNMT1 block	CendR NRP1 mod	bovine MsrA act	eLon inh	SUMO1-SIM PPI	LMPTP block	MsrA inh	Scp-1 inhibitor	STEP block	Tb MetRS inh
CS(=O)(=O)c1ccc(Cl)c(NC(=O)C2CCCCN2S(=O)(=O)c2ccccc2)c1 (centres undefined)	3	8	-2	-7	-2	-1.5	-0.4	-3	-5	-0.3
Cc1ccc2[nH]c3c(=O)n(CCN4CCOCC4)cnc3c2c1	1	4	0	-6	2	1.2	-0.5	-3	0	0.6
Cc1ccccc1N1CCN(S(=O)(=O)c2cccs2)CC1	-1	18	-4	-11	2	1.5	-0.9	0	0	-0.2
